High-throughput results from PubChem BioAssay.
Akt phos inh – blocks phosphorylation of Akt; Neuro2A IGF-stimulated pAkt S473 HTRF, 20 min; stronger effect = lower value; activity change, % for hits at 50 µM; hit rate 0.32% among 360,000; in the data active = activity change below about -80%; inconclusive = mostly about -51% to -80%; also: % is scaled to controls: 0 for no effect and ±100 for the full control effect
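Neuro2A cells (4,500/well, DMEM with 0.5% FBS) were treated with compound at a single 50 µM final concentration, stimulated with 6 nM IGF for 20 min at 37 °C, and lysed. Phospho-Akt Ser473 was read by HTRF as 665/615 ratio ×10^4.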
TGFb SMAD3 inh – TGF-b pathway inhibition; Potency, µM (series often up to 46.1 µM), without a hit: top-dose activity, negative = inhibition, usual class: inhibitors; hit rate 1.2% among 410,000; HepG2 CAGA-GFP TGF-b/SMAD3 reporter, GFP fluorescence, 18 h; TGF-beta stimulated, 500 pg/mL final; also: potency is read from the fitted curve at half-maximal effect; % is scaled to controls: 0 for no effect and ±100 for the full control effect; nearly all actives have a fitted effect of over 65% in size
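First, reporter cells (HEPG2 CAGA-GFP) rested 2 h at 37 degrees C. Next, compounds were pinned in and TGF-beta added to 500 pg/mL final. After 18 h, GFP was imaged per cell and summed per well.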
Nrf2 ARE act – activators of Nrf2 (ARE) signaling | AREc32 ARE-luciferase reporter (MCF7-derived line), luminescence, 24 h | Potency, µM (titrated, usually from 46.1 µM), for the others: top-dose activation, hits mostly activators | hit rate 0.31% among 410,000; also: potency is read from the fitted curve at half-maximal effect; % of control where 0% means no effect; nearly all actives have a fitted effect of over 65% in size
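Luminescent ARE reporter assay in AREc32_Fluc cells: overnight plating at 37 deg C, 24 hr compound incubation, Steady-Glo added, 30 min RT before reading.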
MmCpn inh – inhibitors of Methanococcus maripaludis chaperonin (MmCpn); purified Mm-Cpn ATPase, ADP Transcreener TR-FRET; Potency, µM (titrated, usually from 76.9 µM), for the others: at the top dose activity, negative = inhibition, hits mostly inhibitors; hit rate 0.031% among 330,000; also: potency is read from the fitted curve at half-maximal effect; % is scaled to controls: 0 for no effect and ±100 for the full control effect; nearly all actives have a fitted effect of over 80% in size
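ATPase read-out: TR-FRET ADP immunoassay (anti-ADP Eu cryptate vs ADP-d2), ex 320 nm, em 590/665 nm; signal drops as ADP forms. Enzyme 25 nM, ATP 10 uM, 30 min at 37°C after 10 min compound preincubation.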
Abeta yeast res – A-beta toxicity reversal in yeast; hit rate 0.063% among 410,000; Potency, µM (doses to about 46.1 µM), without a hit: at the highest dose growth rescue, most hits filed as activators; AID 1347071; yeast expressing A-beta42, growth rescue, OD600, 48 h; response scale: 0% DMSO, 100% iron-clioquinol control; also: potency is read from the fitted curve at half-maximal effect; nearly all actives have a fitted effect of over 55% in size
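Yeast A-beta toxicity model in growth medium with pinned compounds, 48 h at 30 C; growth read as absorbance at 600 nm. Normalized to FeCl3/clioquinol equimolar mix (positive) and DMSO (negative).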
Nrf2 block – Nrf2 pathway inhibition. Potency, µM (doses to about 46 µM), inactives show top-dose activity change, negative = inhibition, usual class: inhibitors. hit rate 2.1% among 360,000. A549 ARE-Fluc reporter, luciferase luminescence, 18-24 h; also: potency is read from the fitted curve at half-maximal effect; % is scaled to controls: 0 for no effect and ±100 for the full control effect; nearly all actives have a fitted effect of over 60% in size
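Nrf2 activity is the BugLite luminescence, read 15 min after reagent at room temperature, following CellTiter-Fluor cytotoxicity readout (30 min, 37C). Compound titrations were applied for 18-24 h to 5000 A549 ARE_Fluc cells/well in 5% FBS OPTI-MEM.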
CCT modulator – modulators of cytosolic chaperonin (CCT/TRiC) activity. hit rate 0.3% among 360,000. activity change, % (concentration not given with the values), hits read low. purified chaperonin ATPase assay, HTRF ADP detection, 30 min; in the data active = activity change below about -30%; also: % is scaled to controls: 0 for no effect and ±100 for the full control effect
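TRiC at 40 or 20 nM final (batch-dependent) in 30 mM Tris pH 7.4, 100 mM KCl, 5 mM MgCl2, 1 mM DTT, with compound at single 76 uM and 10 uM ATP, 30 min at 37 deg C. ADP detected by HTRF Transcreener, 665/615 ratio.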
A549 viability – A549 cytotoxicity, counter-screen for Nrf2 inhibitors; A549 ARE-Fluc cells, CellTiter-Fluor viability, 18-24 h; Potency, µM (doses to about 46 µM), inactives show top-dose activity change, negative = cytotoxicity, usual class: inhibitors; hit rate 0.16% among 390,000; also: potency is read from the fitted curve at half-maximal effect; % is scaled to controls: 0 for no effect and ±100 for the full control effect
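A549 ARE_Fluc cells in 5% FBS OPTI-MEM were exposed to compounds in concentration-response for 18-24 h at 37 deg C. Viability was read by CellTiter-Fluor fluorescence (Ex 405/Em 525) after 30 min, before the luciferase read.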
HepG2 tox – counter-screen for TGF-b inhibitors: cytotoxicity in HepG2 cells; hit rate 0.76% among 410,000; Potency, µM (series often up to 46.1 µM), for inactives: at the top dose activity change, negative = cytotoxicity, usual class: cytotoxic; AID 588856; HepG2 CAGA-GFP viability, ATP luminescence, 18 h; also: potency is read from the fitted curve at half-maximal effect; some results filed as inactive show a strong effect at the top dose
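HepG2 CAGA-GFP cells (1000/well, DMEM with 1% FBS) received compound, then TGF-beta at 500 pg/mL final, and were incubated 18 hours at 37 degrees C. Viability was read by CellTiter-Glo luminescence. Media-only wells were set as complete cell-killing and DMSO as no toxicity.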
* marks the source's active call; other numbers are inactive results; i = inactive; ? = inconclusive; . = no result given; & = joins results of further samples; [ ] = another dose, or the depositor's remark. Unless noted, calls follow the shape of the dose curve; as a rule, active = well fitted curve in the direction sought with a large enough effect; inconclusive = small, poorly fitted or top-dose-only effect, or another doubt; inactive = no such curve, though single readings can be large; an effect the other way counts as inactive or inconclusive.

SMILES	Akt phos inh	TGFb SMAD3 inh	Nrf2 ARE act	MmCpn inh	Abeta yeast res	Nrf2 block	CCT modulator	A549 viability	HepG2 tox
CCc1ccc(Oc2nc3c(C)cccn3c(=O)c2/C=C(\C#N)c2nc3ccccc3s2)cc1	.	-21%	8.8%	.	-5%	5%	.	-14%	20%
C=CCNC(=O)/C(C#N)=C/c1c(N2CC(C)OC(C)C2)nc2ccccn2c1=O (stereo unspecified)	i	-11%	0.2%	0%	-10%	1%	-1.1	-19%	-10%
ClCCn1cnc2c(SCc3ccccc3Cl)ncnc21	i	-3%	2.9%	.	?	?	1.2	-5%	-21%
CCOP(=O)(OCC)C(Nc1ccc(F)cc1)c1ccccc1 (stereo unspecified)	i	-18%	0.1%	-1%	16%	-3%	0.1	4%	-23%
Cc1ccc(NC(=O)CSc2nnc(-c3ccco3)o2)cc1	i	30%	0.1%	1%	-16%	24%	0.1	0%	-2%
O=C1C2C3C=CC(C3)C2C(=O)N1c1cccc2ccccc12 (stereo unspecified)	i	0%	-0.1%	-10%	13%	-24%	2.4	-4%	0%
Cc1ccccc1N1CC(C(=O)O)CC1=O (stereo unspecified)	i	-11%	-0.1%	1%	2%	6%	-0.9	-3%	-18%
O=C(N/N=C/c1ccc(N2CCOCC2)o1)c1cccc(F)c1	i	-13%	3.1%	1%	10%	16%	-0.7	-7%	-9%
O=C(NC1CC1)C1CCN(C2CCN(C(=O)CSc3ccccc3)CC2)CC1	i	4%	-0.4%	0%	11%	-17%	1.7	0%	-17%
COc1ccc(CCNC(=O)CCCn2c(SCC(N)=O)nc3cc4c(cc3c2=O)OCO4)cc1OC	.	-13%	-0.2%	1%	-6%	.	.	2%	-17%
Cc1cc(C(=O)Cn2cncn2)c(C)n1CCc1ccc(F)cc1	i	-3%	-0.1%	0%	-4%	?	-4.1	-8%	-22%
Cc1ccc(-c2ccc(CCC(=O)O)n2NC(=O)c2ccco2)cc1	i	4%	2.2%	0%	-1%	13%	-8.0	3%	0%
Cc1ccc(NC(=O)Nc2cc(Cl)ccc2C2COC(=O)C2=N)cc1 (stereo unspecified)	i	0%	0.0%	-4%	-5%	12%	-2.6	0%	-1%
Cc1c(Cl)c([N+](=O)[O-])nn1CCCC(=O)Nc1cccc(O)c1	i	-4%	-0.1%	-1%	12%	9%	-0.7	2%	1%
CCC(Sc1nc2ccccc2s1)C(=O)Nc1cc(C)on1 (stereo unspecified)	i	-11%	-0.7%	2%	-20%	5%	-0.7	-7%	-27%
CCCCNC(=O)CCCCCn1c(=O)[nH]c2cc(OC)c(OC)cc2c1=O	i	-4%	-0.3%	1%	11%	7%	-3.5	-2%	7%
COc1ccc(CCNC(=O)CN2CCC(C(N)=O)CC2)cc1	i	7%	0.1%	0%	-9%	-3%	0.0	26%	-8%
Cc1ccc(NC(=O)CSc2nnc3ccc(-c4cccnc4)nn23)cc1	i	1%	-0.4%	2%	-2%	?	1.1	-3%	-7%
COc1ccc(NC(=O)c2cc(-c3cccnc3)nc3ccc(C)cc23)cc1OC	i	5%	-0.4%	0%	4%	?	0.3	3%	-8%
O=C(c1ccc(=O)[nH]c1)N(c1ccccc1)C(CCc1ccccc1)c1nc2ccccc2[nH]1 (stereo unspecified)	i	?	-0.7%	.	-6%	.	0.4	.	3%
CC(=O)c1cccc(NC(=O)C2Cc3c(-c4ccco4)ccnc3O2)c1 (stereo unspecified)	i	0%	3.7%	.	-13%	.	-1.6	.	-7%
O=C(N/N=C/c1ccc([N+](=O)[O-])o1)c1ccc(NS(=O)(=O)c2cccs2)cc1	i	?	23%	3%	1%	?	-4.1	-10%	-22%
CCn1cc([N+](=O)[O-])c(C(=O)Nc2c(C)nn(Cc3cccc(F)c3)c2C)n1	i	-4%	-0.1%	0%	-12%	-10%	-0.5	13%	12%
CCCCN(C(=O)c1cccc(S(=O)(=O)N2CCN(C)CC2)c1)c1c(N)n(CCCC)c(=O)[nH]c1=O	i	-17%	-0.6%	1%	22%	7%	0.6	-5%	-1%
CC[C@H](C)[C@H]1CNC(=S)N1CC1CCN(CCC23CC4CC(CC(C4)C2)C3)CC1	i	-25%	3.5%	.	-5%	15%	-0.8	-18%	-28%
ONC(=Nc1ccc(Cl)cc1)c1ccccc1Cl	i	-13%	0.1%	1%	17%	?	0.2	.	-23%
COC(=O)c1c(-c2ccc(OC)cc2)oc2ccccc12	i	3%	5.3%	-5%	-9%	12%	-1.6	9%	0%
CC(OC(=O)c1ccc(NC(=O)CC#N)cc1)C(=O)NC(=O)NC1CCCCC1 (stereo unspecified)	i	-2%	1.9%	0%	2%	?	-3.3	4%	-1%
CSCCC(NC(=O)c1ccco1)C(=O)N1CC(C)OC(C)C1 (stereo unspecified)	i	5%	-0.1%	-1%	-13%	9%	1.5	0%	4%
CCSc1nc2sc3c(c2c(=O)n1-c1ccc(C)cc1)CCN(C)C3	i	-28%	0.1%	-6%	-53%[inhibitor]	?	1.4	2%	2%

Of the compounds above, these contain a cyano group:
SMILES	Akt phos inh	TGFb SMAD3 inh	Nrf2 ARE act	MmCpn inh	Abeta yeast res	Nrf2 block	CCT modulator	A549 viability	HepG2 tox
CCc1ccc(Oc2nc3c(C)cccn3c(=O)c2/C=C(\C#N)c2nc3ccccc3s2)cc1	.	-21%	8.8%	.	-5%	5%	.	-14%	20%
C=CCNC(=O)/C(C#N)=C/c1c(N2CC(C)OC(C)C2)nc2ccccn2c1=O (stereo unspecified)	i	-11%	0.2%	0%	-10%	1%	-1.1	-19%	-10%
CC(OC(=O)c1ccc(NC(=O)CC#N)cc1)C(=O)NC(=O)NC1CCCCC1 (stereo unspecified)	i	-2%	1.9%	0%	2%	?	-3.3	4%	-1%

(continued)
SMILES	Akt phos inh	TGFb SMAD3 inh	Nrf2 ARE act	MmCpn inh	Abeta yeast res	Nrf2 block	CCT modulator	A549 viability	HepG2 tox
CCc1ccc(CNC(=O)C2CC(=O)N(C3CCCC3)C2)cc1 (stereo unspecified)	i	-1%	-0.9%	3%	4%	4%	-1.3	11%	13%
O=C(O)c1c[nH]c2c(C(F)(F)F)cccc2c1=O	i	?	0.4%	1%	4%	-9%	1.6	0%	-3%
Cc1c(F)cccc1NS(=O)(=O)c1ccc2c(c1)c(=O)n(C)c(=O)n2C	i	-12%	0.3%	0%	3%	?	-2.0	1%	-32%
CCN(CC)S(=O)(=O)c1ccc(NC(=O)c2cccc3c2C(=O)N(CCOC)C3)cc1	i	2%	-0.4%	-1%	3%	-15%	-1.7	1%	9%
CCC(C(=O)NC1CC(C)(C)NC(C)(C)C1)c1ccccc1 (stereo unspecified)	i	2%	0.1%	1%	-23%	7%	-1.1	0%	-1%
CCc1cc2c(NCc3ccccc3)nc(C)nc2s1	i	-24%	1.3%	1%	-44%[inhibitor]	?	1.4	1%	-27%
CN(c1ccccc1)S(=O)(=O)c1cc(C(=O)Nc2nc3ccccc3[nH]2)ccc1Cl	i	-7%	4.8%	-6%	5%	?	-0.4	-18%	-22%
CC(=O)NCCc1cnc[nH]1	i	9%	-1.5%	0%	-8%	1%	-1.7	-3%	26%
CCOC(=O)C1CCN(C(=O)c2cccc(S(=O)(=O)NCc3ccccc3)c2)CC1	i	-10%	-0.8%	1%	-11%	13%	1.7	-1%	-21%
CCCCOc1ccc(N(CC(=O)NC(C)(C)CC)C(=O)CCC(=O)Nc2ccccn2)cc1	i	?	-0.1%	1%	13%	-24%	-1.0	-17%	22%
Cc1ccc(OCc2cc(=O)n3c(-c4ccccc4)csc3n2)cc1	.	-3%	-0.8%	.	-1%	?	.	2%	0%
COc1ccc(-n2c(C)cc(C(=O)Cn3nnc4ccccc4c3=O)c2C)cc1	i	-9%	5.4%	0%	-14%	-27%	0.3	-22%[1.84 µM]	-33%
C=CCn1c(SCC(=O)NCC2CCCO2)nc2scc(-c3ccc(OC)cc3)c2c1=O (stereo unspecified)	i	-8%	0.4%	1%	7%	?	-3.4	-6%	-3%
O=C(CCSCCc1ccccn1)Nc1cc(F)ccc1F	i	-2%&-12%	15%&4.4%	-1%	-5%&0%	3%	0.5	9%&-3%	3%&7%
COc1cc(C(=O)NCCCCc2ccccc2)cc(OC)c1OC	i	7%	0.4%	-5%	-15%	-5%	0.3	10%	3%
CCOCCCNC(=S)N1CCN(Cc2ccco2)CC1	i	11%	-0.2%	-1%	11%	12%	-0.1	1%	9%
O=C(NNC(=O)c1cc(Cl)ccc1O)c1cccc(S(=O)(=O)N2CCOCC2)c1	i	-19%	-0.9%	-5%	-33%[inhibitor]	-9%	0.8	2%	-35%
O=C1/C(=C/c2ccco2)SC(=S)N1CC1CCCO1 (stereo unspecified)	i	1%	24%	1%	-10%	-4%	-1.9	-7%	22%
CC1=C(C)CC(C(=O)NNC(=O)c2cccc(Cl)c2)C(C(=O)O)C1 (stereo unspecified)	i	10%	0.5%	1%	-5%	4%	0.6	-2%	14%
Cc1c(C(=O)NCCn2ccc3ccccc32)cccc1[N+](=O)[O-]	i	2%	-0.3%	2%	10%	6%	-5.6	-1%	-18%
O=C(CC(C(=O)O)P(=O)(c1ccccc1)c1ccccc1)c1ccccc1 (stereo unspecified)	i	7%	-0.5%	-3%	12%	-3%	-1.1	-3%	-9%
Cc1[nH]nc2nc(SCC(=O)NCCC3=CCCCC3)n(-c3ccc(Br)cc3)c(=N)c12	i	16µM*	-2.4%	-6%	5%	?	-1.8	-28%	-137%
